# Source: PubChem (Sanford-Burnham Center for Chemical Genomics)
# tim10-1 inh = growth inhibitors of tim10-1 mutant yeast, primary screen, luminescence, uHTS. 2.2% of 330,000 active. inhibition, % at 20 µM. S. cerevisiae tim10-1 ts strain growth, BacTiter-Glo, 24 h;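 active means inhibition of at least 40%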;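 further: mutant grown at 25 °C; 0% = DMSO wells with yeast and 100% = wells holding no yeast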
# beta cell repl = inducers of MIN6 beta-cell proliferation, primary screen, ATP luminescence, uHTS. MIN6 cells proliferation, ATPlite luminescence, 48 h; cells starved in 0.2% serum; 100% = growth in 10% serum. proliferation, % at 10 µM. 0.29% of 330,000 active;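 active means compounds whose signal lies at least 3.5 SD above the mean of all wells on their plate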;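 further: 0% = DMSO-treated cells in low-serum medium and 100% = 10% serum control; some compounds called inactive have numbers as strong as hits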
# mIAP act = activators of mouse IAP, primary screen, biochemical, luminescence, uHTS; muIAP, CDP-Star luminescence, 30 min; stronger effect = higher value; 1 = vehicle-only enzyme signal, 0 = enzyme-free wells; activation factor at 10 µM; 0.24% of 330,000 active; AID 2805, 2010;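 active means activation factor of at least 2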; further: the source names both 10 and 20 µM as test concentration; values of inactives mirror those of a sister screen read the other way
#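 Assay system: mouse IAP enzyme / Compound: DMSO-dissolved test compounds / Timing: 30 min, room temperature / Measured by: luminescence from enzymatic CDP-Star hydrolysis / Control set: DMSO-only wells, enzyme-free buffer wells as negative control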
# hIAP block = human IAP inhibitors, primary screen, biochemical, luminescence, uHTS; Intestinal-type alkaline phosphatase (Homo sapiens), P09923; purified IAP, CDP-Star luminescence, 30 min; inhibition, % at 10 µM; 0.12% of 330,000 active; AID 2544, 2010;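 active means inhibition reaching a set limit with compound at 10 µM in the primary screen, cut at about 35% in these data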;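 further: plate controls were DMSO wells with enzyme for no effect and no-enzyme buffer wells for full effect; values of inactives mirror those of a sister screen read the other way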
# Target sequence (P09923 whole entry, looked up): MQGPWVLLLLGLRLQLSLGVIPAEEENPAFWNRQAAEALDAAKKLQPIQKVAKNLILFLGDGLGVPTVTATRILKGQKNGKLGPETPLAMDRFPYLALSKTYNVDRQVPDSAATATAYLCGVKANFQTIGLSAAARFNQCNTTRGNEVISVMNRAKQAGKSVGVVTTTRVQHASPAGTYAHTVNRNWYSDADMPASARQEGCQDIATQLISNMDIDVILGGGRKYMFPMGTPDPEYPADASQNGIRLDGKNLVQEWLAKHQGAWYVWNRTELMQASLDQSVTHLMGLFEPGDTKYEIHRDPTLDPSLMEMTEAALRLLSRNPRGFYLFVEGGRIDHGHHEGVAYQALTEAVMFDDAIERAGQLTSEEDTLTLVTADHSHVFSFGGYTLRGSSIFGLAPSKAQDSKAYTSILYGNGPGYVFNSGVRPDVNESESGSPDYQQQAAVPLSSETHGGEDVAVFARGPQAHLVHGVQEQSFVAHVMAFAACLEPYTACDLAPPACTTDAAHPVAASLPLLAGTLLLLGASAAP
# TIM10 inh = growth inhibitors of isogenic TIM10 control yeast, primary screen, counter-screen for tim10-1 yeast inhibitor project, luminescence, uHTS | S. cerevisiae TIM10 strain growth, BacTiter-Glo luminescence, 24 h | inhibition, % at 10 µM | 1.4% of 330,000 active;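 active means inhibition of 40% or more at the single tested concentration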;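 further: wild-type TIM10 isogenic control strain grown at permissive 25 °C; 0% = DMSO yeast wells and 100% = minimal medium wells without yeast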
# NALP3 yeast inh = NALP3 inflammasome inhibitors in reconstituted yeast, primary screen, luminescence, uHTS | Yeast reconstituted NLRP3/ASC/caspase-1, beta-gal luminescence, 24 h | inhibition, % at 10 µM | 0.39% of 330,000 active | AID 2825, 2010;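 active means inhibition of 50% or more; inactive means inhibition below 50%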;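 further: plate controls were induced DMSO wells for no effect and uninduced yeast grown without galactose for full effect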
# A3A deaminase = APOBEC3A ssDNA deaminase inhibitors, primary screen, selectivity assay for APOBEC3G inhibitor project, biochemical, FAM/TAMRA oligo cleavage fluorescence. DNA dC->dU-editing enzyme APOBEC-3A (Homo sapiens), P31941. recombinant A3A, FAM/TAMRA ssDNA deamination fluorescence. inhibition, % at 20 µM. 0.41% of 330,000 active. AID 493011, 2011;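 active means at least 40% inhibition at 20 µM here, with at most 30% in a related deaminase screen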;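 further: plate controls were A3A with DMSO for no effect and wells lacking A3A enzyme for full effect; some results filed as inactive read as strong as hits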
# Target sequence (P31941 whole entry, looked up): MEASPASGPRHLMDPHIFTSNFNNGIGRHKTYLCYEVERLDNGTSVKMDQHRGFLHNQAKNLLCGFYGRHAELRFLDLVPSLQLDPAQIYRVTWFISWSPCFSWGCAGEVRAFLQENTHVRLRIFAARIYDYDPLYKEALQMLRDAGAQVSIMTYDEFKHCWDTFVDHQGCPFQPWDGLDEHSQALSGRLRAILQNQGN
# A3G deaminase = APOBEC3G DNA deaminase inhibitors, primary screen, biochemical, fluorescence, single-stranded DNA substrate, uHTS; recombinant A3G, ssDNA deamination FAM/TAMRA fluorescence; inhibition, % at 20 µM; 0.28% of 330,000 active; AID 493012, 2011;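 active means inhibition of at least 40% at 20 µM, with no more than 30% in the related APOBEC3A deaminase screen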;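 further: plate controls were DMSO wells with A3G for no effect and wells lacking A3G enzyme for full effect; some compounds called inactive have numbers as strong as hits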
# Target sequence (Q9HC16 whole entry, looked up): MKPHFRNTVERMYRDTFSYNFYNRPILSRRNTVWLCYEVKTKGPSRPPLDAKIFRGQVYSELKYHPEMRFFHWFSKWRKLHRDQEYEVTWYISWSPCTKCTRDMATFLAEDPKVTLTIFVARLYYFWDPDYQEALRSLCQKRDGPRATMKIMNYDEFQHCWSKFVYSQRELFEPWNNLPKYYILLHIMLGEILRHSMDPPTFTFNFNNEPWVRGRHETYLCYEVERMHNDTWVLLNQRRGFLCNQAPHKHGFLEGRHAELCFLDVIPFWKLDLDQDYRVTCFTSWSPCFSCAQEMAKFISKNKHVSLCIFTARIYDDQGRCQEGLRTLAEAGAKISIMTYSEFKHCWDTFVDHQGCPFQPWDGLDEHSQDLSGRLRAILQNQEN
# mIAP inh = inhibitors of mouse IAP, primary screen, biochemical, luminescence, uHTS; inhibition, % at 10 µM; purified mouse IAP, CDP-Star luminescence, 30 min; 0.2% of 330,000 active;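 active means inhibition of at least 40% at 10 µM in the primary screen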;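 further: plate controls were DMSO with enzyme for no effect and no enzyme wells for full effect; values of inactives mirror those of a sister screen read the other way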
# * marks the source's active call; other numbers are inactive results.
# Sequence of screens: tim10-1 inh	beta cell repl	mIAP act	hIAP block	TIM10 inh	NALP3 yeast inh	A3A deaminase	A3G deaminase	mIAP inh
- O=C(CSc1nc2ccccc2s1)NCc1cc([N+](=O)[O-])ccc1O
→ 13.0	-2.7	0.966	0.5	13.4	11.4	-0.2	-3.4	3.4
- COC(=O)Cc1cc(=O)oc2cc(O)ccc12
→ -10.5	0.0	0.974	16.3	-0.6	11.4	-1.5	-4.2	2.6
- CC(C)(C)OC(=O)C[C@@H]1C/C=C\C[C@H](CC(=O)N[C@H](CO)Cc2ccccc2)C(=O)N[C@H](C(C)(C)C)COC1=O
→ 7.4	-1.9	1.08	-12.6	0.4	0.9	-5.8	-7.1	-7.8
- O=[N+]([O-])c1cc(C(F)(F)F)ccc1Sc1ccc2ccccc2n1
→ 36.2	-2.0	1.01	14.4	16.7	11.3	-3.2	-0.6	-0.9
- COc1cccc(NC(=O)Nc2nnc(N3C(C)CCCC3C)s2)c1 (stereo not given)
→ 8.8	-4.2	1.05	-2.0	11.6	-4.8	-4.8	-3.0	-5.0
- Cc1ccc2c(c1)NC(=O)C(CC(=O)NCc1cccnc1)O2 (stereo not given)
→ 15.8	-1.8	0.873	12.5	-1.7	8.7	-3.1	-11.6	12.7
- CCCS(=O)(=O)c1nc(C)cc(C)c1S(C)(=O)=O
→ -12.3	-0.7	0.919	-12.7	-13.2	-11.6	-1.1	-3.7	8.1
- O=C(Cn1c(=O)[nH]c2ccsc2c1=O)NC1CCCCC1
→ 6.1	0.6	0.977	8.0	15.5	-9.5	3.3	-4.9	2.3
- Cc1c(C(=O)NCc2ccccc2)c(-c2ccccc2)nn1-c1ccccc1
→ 31.8	5.1	1.01	8.2	39.3	0.6	-2.0	-5.5	-1.3
- COc1cc(/C=N\NC(=O)c2ccc(=O)[nH]n2)cc(OC)c1OC
→ -4.8	2.6	0.961	3.1	-7.2	11.8	-3.6	-4.5	3.9
- O=C(CSc1cccc[n+]1[O-])N1CCc2ccccc21
→ 9.2	-1.5	1.01	2.0	-1.7	0.5	35.5	7.9	-1.5
- CN(CC(=O)Nc1ccc(F)cc1)C(=O)c1cc2c(s1)CCCCC2
→ -16.1	-3.7	1.11	-4.3	-10.0	-0.9	-4.5	-9.0	-11.3
- Cc1ccc2nc(C)c(C(=O)NN=C3CCCCCC3)n2c1
→ 12.1	-2.1	0.881	-32.1	8.4	-16.7	-2.8	-5.0	11.9
- Cc1cc(C(F)(F)F)n2ncc(-c3cccc(Br)c3)c2n1
→ -30.4	-0.6	0.897	-5.3	-39.7	38.6	-2.3	-8.2	10.3
- O=C(N/N=C/c1ccc2c(c1)OCO2)c1sc2cc(Cl)ccc2c1Cl
→ -34.5	-5.5	0.758	9.9	-27.8	8.7	-0.3	-2.2	24.2
- CCCCN(C(=O)c1cc(-c2ccncc2)nc2ccccc12)c1c(N)n(CC(C)C)c(=O)[nH]c1=O
→ -0.8	-0.1	0.965	-16.5	5.7	19.6	12.0	-2.4	3.5
- COc1cc(CCCN2C(=S)NC[C@H]2Cc2ccc(O)cc2)cc(OC)c1OC
→ -10.3	1.8	1.07	13.6	-4.2	-2.8	-3.3	-11.9	-7.4
- CCCN1CCN(C(=O)c2cccc3c2C(=O)N(CCOC)C3)CC1
→ 2.6	3.0	1.08	7.2	-4.0	11.9	-6.1	-1.9	-7.7
- CN1C(=O)CC(N2CCN(c3ccc(Cl)cc3)CC2)C1=O (stereo not given)
→ 9.5	-0.1	0.973	9.3	-5.1	-7.4	3.7	-1.1	2.7
- COc1ccc(OC)c(NC(=O)CN2CCC(C(=O)c3ccc(C)cc3)CC2)c1
→ 38.1	-3.8	0.924	12.1	33.1	2.8	0.8	0.0	7.6
- Cc1ccc(NC(=O)Cn2c(=O)n(CCCCC(=O)NCc3ccco3)c(=O)c3ccccc32)cc1
→ -10.6	-3.2	1.12	-13.5	-8.2	-6.3	1.1	-3.9	-12.4
- Cc1ccc(NC(=O)COC(=O)c2nn(C)cc2Cl)cc1
→ 3.9	0.0	0.96	-5.8	2.1	11.5	3.5	-6.7	4.0
- N#Cc1ccccc1NCc1ccccc1
→ 9.8	-2.2	0.924	-5.7	-1.1	25.9	-2.5	-1.2	7.6
- CN1CCC[C@@H]1CCNC(=O)c1c(-c2ccc3c(c2)OCO3)noc1-c1ccsc1
→ 1.7	-2.3	1.05	0.1	-12.3	5.1	-4.2	-10.9	-5.3
- COCCNC(=O)C(C)Oc1ccccc1 (stereo not given)
→ -0.2	-1.7	1.02	-2.2	0.2	-6.4	11.2	-2.3	-2.4
- CCOC(=O)c1cnc(-n2nc(C)cc2C)nc1Oc1ccc(C(=O)OC)cc1
→ -39.0	-1.1	0.964	-0.6	-57.0	-4.3	-0.8	2.3	3.6
- COc1ccc(-c2nc(N3CCC(C)CC3)[nH]c(=O)c2C#N)cc1
→ 5.6	-2.9	1.07	-12.6	6.8	5.2	-2.7	0.8	-7.0
- CCCCc1c(C)nc(Nc2ccc(OC)cc2)[nH]c1=O
→ 14.7	0.1	0.963	-10.9	9.4	5.8	2.2	-2.9	3.7
- Cc1ccc(-n2ncc3c2CCCC3NC(=O)CCCN2CCCC2=O)cc1C (stereo not given)
→ -18.9	3.0	0.943	-20.1	2.2	-1.3	-0.6	-3.3	5.7
- O=C(CCCc1ccccc1)Nc1ccnn1C1CCN(Cc2ccccc2F)CC1
→ 6.6	-2.5	1.39	-88.8	7.2	16.9	-6.3	-8.1	-39.0

# Going on with the list:
# Sequence of screens: tim10-1 inh	beta cell repl	mIAP act	hIAP block	TIM10 inh	NALP3 yeast inh	A3A deaminase	A3G deaminase	mIAP inh
- O=C(NCCO)C1COc2ccccc2O1 (stereo not given)
→ -9.7	2.8	0.947	-0.5	-7.2	12.9	-1.6	-4.7	5.3
- COc1ccc(COCC(O)CN2CCN(S(=O)(=O)c3ccc(C(C)C)cc3)CC2)cc1 (stereo not given)
→ 18.4	-1.2	0.913	6.3	24.6	7.6	2.0	-0.6	8.7
- CC(C)CN1C(=O)c2ccc(C(=O)Nc3ccccc3C(=O)O)cc2C1=O
→ 14.7	0.3	1.15	-1.8	9.6	5.9	1.0	-1.9	-14.5
- CC1(c2ccc(OC(F)F)cc2)NC(=O)N(CC(=O)Nc2ccc(Cl)cc2F)C1=O (stereo not given)
→ -25.2	-3.2	1.07	2.6	5.7	8.3	-2.9	-9.7	-7.3
- CC1(C)OC(=CC=Nc2ccc(Cl)cc2)OC1(C)C
→ 4.0	-1.1	1.14	-11.4	4.3	11.8	0.4	1.0	-14.1
- CCN(CC(=O)Nc1c(F)cccc1F)C(=O)c1ccc(N2CCOCC2)c([N+](=O)[O-])c1
→ 11.9	1.9	1.11	8.9	0.9	14.5	2.9	19.9	-10.8
- COc1ccc(Oc2c(O)c3ccccc3n(C)c2=O)cc1
→ 17.4	-2.4	0.952	-6.3	19.3	-11.8	-1.4	-10.0	4.8
- O=S(=O)(Nc1ccc(N2CCOCC2)cc1)c1cccs1
→ 8.5	-1.7	0.988	8.7	1.1	5.5	-1.9	-0.1	1.2
- O=C(Nc1cc(Cl)ccc1Cl)C1CC(=O)N(c2ccc(Br)cc2)C1 (stereo not given)
→ -7.8	-5.2	1.07	-11.8	-6.3	22.7	-2.0	-5.8	-6.7
- O=C(COc1ccc(Cl)cc1Br)NC(=O)NCc1ccccc1
→ 15.3	-2.1	1.05	10.7	15.3	6.8	-0.4	-2.7	-4.9
- O=C(NCCC1=CCCCC1)c1ccc(Cl)cc1
→ 0.5	-3.8	1.01	11.7	-29.2	8.9	1.3	4.5	-0.6
- N#CC(c1ccc(Cl)cc1)c1ncc(C(F)(F)F)cc1Cl (stereo not given)
→ 21.5	0.3	0.989	3.6	-8.0	45.7	-1.7	-7.1	1.1
- CCN1N=C(c2ccccc2)Cn2c1nc1ccccc12
→ 42.5*	-1.4	1.21	-10.8	27.6	13.1	1.0	0.4	-20.5
- C=CCC1(/C=N/O)CCOC(C)(C)C1 (stereo not given)
→ 9.0	-0.6	0.95	-19.1	11.2	-13.0	2.4	0.8	5.0
- CCO[C@H]1OC(C(=O)O)=C[C@@H](c2csc3ccccc23)[C@@H]1CCCO
→ -2.2	-0.4	0.962	-10.3	-3.7	15.4	-0.8	-11.7	3.8
- O=C(COc1ccc(/C=C2/NC(=O)NC2=O)cc1)Nc1ccc(F)cc1
→ 1.8	5.6	1.01	-11.9	12.8	6.2	-2.2	-1.4	-1.0
- COc1ccc(-c2csc(NC(=O)CN3C(=O)CCC3=O)n2)cc1
→ 4.4	-1.8	0.966	11.2	8.8	10.0	1.3	-5.0	3.4
- COc1cc(C(C(=O)NC2CCCC2)N(C(=O)c2snc(C(N)=O)c2N)c2ccccc2)cc(OC)c1OC (stereo not given)
→ 11.7	3.1	1.04	2.6	-11.7	8.0	1.6	1.2	-3.8
- Cn1cc(CNC(=O)CC2C(=O)NCCN2CC(C)(C)C)cn1 (stereo not given)
→ 10.1	0.9	1.07	-4.5	-5.3	4.1	-2.1	-5.0	-6.9
- CC(C)c1ccc(S(=O)(=O)N2CCN(C(C)C(=O)Nc3ccccc3-c3ccccc3)CC2)cc1 (stereo not given)
→ 22.4	0.6	0.968	5.0	13.1	3.4	-0.8	-1.9	3.2
- C=CCc1c(C)nc(SCc2ccccc2)[nH]c1=O
→ -5.2	-2.1	0.955	5.4	-0.3	10.9	-5.5	-4.5	4.5
- NC(=O)c1ccsc1NC(=O)COC(=O)c1ccc(Cl)cc1
→ 20.7	4.3	0.932	14.0	21.8	-5.4	-1.4	-1.4	6.8
- COc1cc(C(C(=O)NC2CCCC2)N(C(=O)Cc2cccs2)C2CC2)cc(OC)c1OC (stereo not given)
→ 6.9	-0.6	0.993	-5.3	-0.6	18.8	-1.3	-5.8	0.7
- CCn1nc(C)cc1C(=O)N1CCCC(C(=O)c2cccc(OC)c2)C1 (stereo not given)
→ 12.8	0.2	0.954	6.5	18.4	4.2	-1.7	-8.2	4.6
- CS(=O)(=O)N(CC(=O)Nc1ccc2c(c1)OCCO2)c1ccc2c(c1)OCO2
→ 4.1	1.9	1.04	-15.5	-10.2	6.8	-1.5	-6.6	-3.7
- CCCCOc1ncnc2c1[nH]c1ccc(OC)cc12
→ 19.1	-2.5	1.02	1.8	10.9	9.7	2.6	-1.6	-2.1
- Cc1c(C(=O)N2CCCCC2)oc2ccccc12
→ 0.8	4.1	1.04	0.8	-3.1	13.9	1.0	-0.7	-4.4
- CCCCCc1nnc(NC(=O)C2=COCCO2)s1
→ 10.0	0.4	0.918	3.7	-3.6	21.4	-2.3	-11.5	8.2
- COc1cccc(NC(=O)Nc2nnc(N3CCCCC3C)s2)c1 (stereo not given)
→ 39.0	-4.2	1.02	-2.4	10.9	3.4	-1.7	-12.0	-2.4
- CCCC1(C(=O)OCC)NC(c2ccc(O)cc2)C2C(=O)N(c3cccc(C(C)=O)c3)C(=O)C21 (stereo not given)
→ -10.4	0.1	1.02	2.1	-10.3	10.9	-7.3	-7.0	-1.8
